Compound activity from PubChem BioAssay.
Menin MLL FP TR: menin-MLL binding inhibition, Texas Red mutant peptide; Potency, µM (doses to about 61.6 µM), for the others: at the top dose FP activity change, negative = inhibition, hits mostly inhibitors; Menin + Texas Red MLL mutant peptide, fluorescence polarization; 270,000 tested, 0.23% active; O00255; active = well fitted inhibition curve with a large enough effect in the polarisation, with a control signal flat, not every such curve was filed as active; inconclusive = small, poorly fitted or top-dose-only effect, or effect the other way, or a change in a side signal; inactive = no such curve, though single readings can be large or run the other way; the % refers to the polarisation; also: potency is read from the fitted curve at half-maximal effect; % of control where 0% means no effect; many of its hits are not listed in these tables
Giardia killer: Giardia lamblia killing | Giardia lamblia trophozoite viability | activity change, % at 7.66 µM, hits read low | 340,000 tested, 0.15% active; in the data active = activity change below about -80%; inconclusive = between about -30% and that limit;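 also: parasites exposed to compound for two days anaerobically before the ATP read; % is scaled to controls: 0 for no effect and ±100 for the full control effect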
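Trophozoites 100 cells/well + cpd; 48 hrs, 37 deg C, anaerobic. ATPLite 1-Step added, 15-30 min RT, luminescence read (ATP-based viability).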
NPC1 prom act: activates the NPC1 promoter. 320,000 tested, 2.4% active. Huh7 NPC1 promoter luciferase reporter, 24 h. AID 485313. Potency, µM (series often up to 9.22 µM), without a hit: top-dose activation, actives largely listed as activators;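 also: potency is read from the fitted curve at half-maximal effect; % of control where 0% means no effect; nearly all actives have a fitted effect of over 60% in size; reporter is driven by a mutant NPC1 promoter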
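Cells: Huh7 expressing luciferase under the NPC1 promoter, 1500/well. Seeded 2 h, compound added, incubated 24 h at 37 °C. Luciferase reagent, 10 min ambient, then luminescence.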
BRCA1 expr up: activators of BRCA1 expression | MCF7-BRCA1-FFLuc reporter, luminescence, 48 h; response scale: scaled: vehicle 0%, 10 µM genistein 100% | Potency, µM (top dose mostly 46.1 µM), for the others: top-dose activation, actives largely listed as activators | 380,000 tested, 1.1% active; also: potency is read from the fitted curve at half-maximal effect; nearly all actives have a fitted effect of over 80% in size; some results filed as inactive show a strong effect at the top dose
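Reporter cells (MCF7, BRCA1 promoter-firefly luciferase) received library compounds across a concentration series for 48 h. End-point luminescence was measured and concentration-effect curves derived after normalization.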
ELG1 genotox: genotoxicity induction in ELG1-luciferase HEK293T cells | AID 504466 | HEK293T ELG1-luciferase reporter, luminescence, 16 h | Potency, µM (top dose mostly 46 µM), inactives show at the top dose activity change, positive = activation, usual class: activators | 330,000 tested, 1.3% active; also: potency is read from the fitted curve at half-maximal effect; % of control where 0% means no effect; nearly all actives have a fitted effect of over 60% in size
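Screening used a luciferase reporter fused to human ELG1 in HEK293T cells. Luminescence was read on a CCD plate imager after 16 hr exposure and 30 min ONE-Glo incubation.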
Rab9 prom act: activators of Rab9 promoter | Huh7 Rab9 promoter-luciferase reporter, luminescence, 24 h | Potency, µM (series often up to 9.22 µM), inactives show at the top dose activation, negative = inhibition, usual class: activators | 320,000 tested, 2.8% active; also: potency is read from the fitted curve at half-maximal effect; % of control where 0% means no effect; nearly all actives have a fitted effect of over 60% in size
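Promoter activation is measured as luciferase luminescence in Huh7 cells stably transfected with a Rab9 promoter–luciferase construct, following 24 h compound exposure at 37 °C and 10 min reagent incubation at ambient temperature.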
p53 reactivation: mutant p53 re-activation in reporter cells; 320,000 tested, 0.063% active; Potency, µM (titrated, usually from 92.2 µM), for the others: top-dose activity change, positive = activation, hits mostly activators; H1299 p53-A138V BP100-luciferase reporter, luminescence, 24 h; also: potency is read from the fitted curve at half-maximal effect; % of control where 0% means no effect; nearly all actives have a fitted effect of over 45% in size
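H1299 (p53-null), stable ts p53-A138V + BP100-Luc; 1000 cells/well, Opti-MEM/10% FBS; cpd 4 pt, 1:5; 24 h, 37 deg C, 5% CO2; detection reagent 10 min RT; luminescence.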
PKM2 activator: increases activity of human pyruvate kinase M2; purified PKM2, Kinase-Glo ATP luminescence, activation; response scale: 0% is enzyme alone, no compound; Potency, µM (highest dose often 57.5 µM), without a hit: at the top dose activation, usual class: activators; 260,000 tested, 0.34% active; AID 1631; also: potency is read from the fitted curve at half-maximal effect; % is scaled to controls: 0 for no effect and ±100 for the full control effect; nearly all actives have a fitted effect of over 55% in size
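Purified hPK-M2 (>95% pure) converted ADP (0.1 mM final) to ATP with 0.5 mM PEP in 50 mM imidazole pH7.2, KCl, MgCl2, Tween 20, BSA; 1 h at room temperature. ATP detected by Kinase-Glo luminescence.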
RORg inh: inhibitors of mouse ROR gamma transcriptional activity | P51450 | Potency, µM (titrated, usually from 53.6 µM), without a hit: at the top dose activity change, negative = inhibition, most hits filed as inhibitors | Drosophila S2 Gal4-RORgamma UAS-luciferase reporter, 20 h | 310,000 tested, 5.4% active; also: potency is read from the fitted curve at half-maximal effect; % is scaled to controls: 0 for no effect and ±100 for the full control effect; nearly all actives have a fitted effect of over 60% in size
Target sequence (P51450 whole entry, looked up, the tested form may be a part): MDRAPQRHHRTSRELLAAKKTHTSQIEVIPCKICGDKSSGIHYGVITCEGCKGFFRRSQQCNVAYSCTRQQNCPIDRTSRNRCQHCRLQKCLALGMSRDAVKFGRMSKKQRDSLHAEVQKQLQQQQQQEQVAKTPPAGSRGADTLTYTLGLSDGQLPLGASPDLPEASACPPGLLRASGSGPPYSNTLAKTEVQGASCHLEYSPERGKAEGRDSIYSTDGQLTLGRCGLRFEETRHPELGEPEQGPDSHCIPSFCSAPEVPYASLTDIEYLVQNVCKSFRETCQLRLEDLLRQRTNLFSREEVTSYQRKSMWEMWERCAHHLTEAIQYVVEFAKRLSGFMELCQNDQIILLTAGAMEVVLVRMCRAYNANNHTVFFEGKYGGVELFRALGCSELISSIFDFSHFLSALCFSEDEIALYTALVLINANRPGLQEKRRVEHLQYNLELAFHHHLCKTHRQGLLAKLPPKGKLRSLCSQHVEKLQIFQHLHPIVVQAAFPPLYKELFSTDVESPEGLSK
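Luciferase reporter read in Schneider cells carrying Gal4-RORγ (mouse) and UAS-Photinus luciferase; cells given compound 1 h before 700 uM copper sulfate induction, then incubated 20 h at ambient temperature.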
FLuc modulator: counter-screen for miR-21 project: firefly luciferase inhibitors or activators; P08659; purified FLuc, Km substrates, luminescence inhibition; Potency, µM (doses to about 57.5 µM), without a hit: top-dose activity change, negative = inhibition, most hits filed as inhibitors; 360,000 tested, 6.9% active; AID 588342;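 also: potency is read from the fitted curve at half-maximal effect; plate controls were vehicle for no effect and reference inhibitor for full effect; nearly all actives have a fitted effect of over 55% in size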
Target sequence (P08659 whole entry, looked up): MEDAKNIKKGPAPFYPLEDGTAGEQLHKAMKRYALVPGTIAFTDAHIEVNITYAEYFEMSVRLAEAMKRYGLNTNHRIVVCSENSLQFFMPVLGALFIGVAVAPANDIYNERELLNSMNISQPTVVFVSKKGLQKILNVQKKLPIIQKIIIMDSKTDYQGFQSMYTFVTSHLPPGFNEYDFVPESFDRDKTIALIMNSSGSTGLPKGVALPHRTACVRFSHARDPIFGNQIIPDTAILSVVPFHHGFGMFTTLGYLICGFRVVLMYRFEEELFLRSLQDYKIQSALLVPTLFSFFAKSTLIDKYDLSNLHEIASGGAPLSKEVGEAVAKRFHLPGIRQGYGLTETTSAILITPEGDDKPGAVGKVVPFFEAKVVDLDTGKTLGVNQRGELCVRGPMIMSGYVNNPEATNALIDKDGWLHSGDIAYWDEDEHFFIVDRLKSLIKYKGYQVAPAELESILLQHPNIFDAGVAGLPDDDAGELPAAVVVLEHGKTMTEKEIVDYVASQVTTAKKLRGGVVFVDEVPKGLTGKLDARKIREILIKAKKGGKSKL
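Purified P. pyralis luciferase (10nM final) with 10uM D-luciferin and 10uM ATP (Km levels) in 50mM Tris acetate pH 7.5, 10mM Mg acetate, 0.01% Tween-20, 0.05% BSA; qHTS 6-point titration, ~60 µM downward; luminescence read.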
VP16 counter: counter-screen for ROR gamma inhibitors: Gal4-VP16 reporter; Drosophila S2 Gal4-VP16 UAS-luciferase, luminescence, 20 h; Potency, µM (titrated, usually from 53.6 µM), for inactives: at the top dose activity, negative = inhibition, most hits filed as inhibitors; 310,000 tested, 3.5% active;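 also: Gal4-VP16 expression switched on by copper sulfate through the metallothionein promoter; potency is read from the fitted curve at half-maximal effect; % is scaled to controls: 0 for no effect and ±100 for the full control effect; nearly all actives have a fitted effect of over 50% in size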
* = called active by the depositor; & = joins results of further samples. Unless noted, calls follow the shape of the dose curve; as a rule, active = well fitted curve in the direction sought with a large enough effect; inconclusive = small, poorly fitted or top-dose-only effect, or another doubt; inactive = no such curve, though single readings can be large; an effect the other way counts as inactive or inconclusive. Some of the compounds tested. The share of hits here may be higher or lower than overall.

Screening O=C(c1ccc(Br)o1)N1CCN(C/C=C/c2ccccc2)CC1 returned Menin MLL FP TR -16%, Giardia killer -6, NPC1 prom act 1%, BRCA1 expr up 0%, ELG1 genotox -1%, Rab9 prom act 4%, p53 reactivation 0%, PKM2 activator 2%, RORg inh 29%, FLuc modulator -1% and VP16 counter 2%.
For CN1CCc2c(sc(/N=C/c3cc(C(C)(C)C)ccc3O)c2C#N)C1 the results were Giardia killer -15, NPC1 prom act -3%, BRCA1 expr up -51%, ELG1 genotox -5%, Rab9 prom act -4%, p53 reactivation 5%, PKM2 activator 13%, RORg inh -2%, FLuc modulator inconclusive and VP16 counter 1%.
O=C(COC(=O)Cn1cnc2ccccc2c1=O)NCCC1=CCCCC1 was read as Menin MLL FP TR -3%, Giardia killer -1, NPC1 prom act 0%, BRCA1 expr up 12%, ELG1 genotox 1%, Rab9 prom act -3%, p53 reactivation 4%, PKM2 activator 6%, RORg inh 24%, FLuc modulator 4% and VP16 counter -4%.
Screening CC(C)Sc1nc2[nH]ncc2c(=O)[nH]1 returned Menin MLL FP TR 3%, Giardia killer -15, NPC1 prom act -7%, BRCA1 expr up 9%, ELG1 genotox 1%, Rab9 prom act -10%, p53 reactivation -3%, PKM2 activator 0%, RORg inh 8%, FLuc modulator -3% and VP16 counter 7%.
Cc1ccc2c(Cl)c(C(=O)NCCc3ccccc3)sc2c1 was read as Menin MLL FP TR 0%, Giardia killer -8, NPC1 prom act 3.5µM*, BRCA1 expr up 3.2µM*, ELG1 genotox inconclusive, Rab9 prom act 2.5µM*, p53 reactivation inconclusive, PKM2 activator -4%, RORg inh 23%, FLuc modulator 6µM* and VP16 counter -8%.
CCOc1ccc(C(C)NC(=O)c2ccccc2F)cc1 (centres undefined) was read as Menin MLL FP TR -15%, Giardia killer -6, NPC1 prom act 1%, BRCA1 expr up -20%, ELG1 genotox -1%, Rab9 prom act -2%, p53 reactivation -8%, PKM2 activator -2%, RORg inh 31%, FLuc modulator -8% and VP16 counter -3%.
`COc1ccc(Br)cc1S(=O)(=O)N1CCN=C1c1ccccc1` gave Giardia killer 4, NPC1 prom act -2%, BRCA1 expr up -8%, ELG1 genotox 2%, Rab9 prom act -12%, p53 reactivation -2%, RORg inh -4%, FLuc modulator 0% and VP16 counter 1%.
CSCCC(NC(=O)c1ccc(=O)n(C)n1)c1nc2ccccc2[nH]1 (centres undefined) was read as Menin MLL FP TR 12%, Giardia killer 17, NPC1 prom act 1%, BRCA1 expr up 0%, ELG1 genotox 2%, Rab9 prom act 11%, p53 reactivation -1%, PKM2 activator -3%, RORg inh -8%, FLuc modulator -3% and VP16 counter 3%.
Screening COc1ccccc1/C=N/NC(=O)C(NC(=O)c1ccccc1)=C(C)C returned Menin MLL FP TR -14%, Giardia killer -2, NPC1 prom act 0%, BRCA1 expr up 2%, ELG1 genotox 0%, Rab9 prom act -3%, p53 reactivation 1%, PKM2 activator 11%, RORg inh -28%, FLuc modulator 5% and VP16 counter 16%.
For CCc1ccc(OC(C)C(=O)Nc2ccc(S(=O)(=O)Nc3cc(C)on3)cc2)cc1 (centres undefined) the results were Menin MLL FP TR 4%, Giardia killer 6, NPC1 prom act -1%, BRCA1 expr up -7%, ELG1 genotox 0%, Rab9 prom act 1%, p53 reactivation -4%, PKM2 activator 2%, RORg inh -39%, FLuc modulator 3% and VP16 counter -10%.
For O=C1NC2(CCCCC2)C(=O)N1Cc1cccc(C(F)(F)F)c1 the results were Menin MLL FP TR -9%, Giardia killer 10, NPC1 prom act -7%, BRCA1 expr up 11%, ELG1 genotox -7%, Rab9 prom act 1%, p53 reactivation 7%, PKM2 activator 2%, RORg inh 32%, FLuc modulator -3% and VP16 counter 0%.
`Cc1ccc(CC2CC(=O)N(c3cc(Cl)ccn3)C2=O)cc1` (centres undefined) gave Giardia killer -9, NPC1 prom act -1%, BRCA1 expr up 1%, ELG1 genotox 1%, Rab9 prom act 15%, p53 reactivation -6%, PKM2 activator -1%, RORg inh 24%, FLuc modulator -1% and VP16 counter 1%.
CCOC(=O)c1[nH]c(C)c(C(=O)OCC(=O)Nc2sc3c(c2C#N)CCCCC3)c1C was read as Menin MLL FP TR 18%, Giardia killer -3, NPC1 prom act -4%, BRCA1 expr up -1%, ELG1 genotox 16%, Rab9 prom act -13%, p53 reactivation -3%, PKM2 activator -6%, RORg inh -7%, FLuc modulator 3% and VP16 counter 22%.
`CSc1ccc(CCNC(=O)c2nn(C)c3c2CS(=O)(=O)c2ccccc2-3)cc1` gave Menin MLL FP TR 29%, Giardia killer 14, NPC1 prom act 1%, BRCA1 expr up -37%, ELG1 genotox -16%, Rab9 prom act -1%, p53 reactivation -22%, RORg inh 21%, FLuc modulator 0% and VP16 counter 2%.
Screening CC(C)c1ccc(C(=O)NN2C(=O)C3CCCCC3C2=O)cc1 (centres undefined) returned Menin MLL FP TR 9%, Giardia killer -29, NPC1 prom act 3.5µM*, BRCA1 expr up inconclusive, ELG1 genotox inconclusive, Rab9 prom act 3.2µM*, p53 reactivation inconclusive, PKM2 activator -4%, RORg inh inconclusive, FLuc modulator 2.1µM* and VP16 counter inconclusive.

Brought forward from above: 2 compounds, then new ones.
`CSc1ccc(CCNC(=O)c2nn(C)c3c2CS(=O)(=O)c2ccccc2-3)cc1` gave Menin MLL FP TR 29%, Giardia killer 14, NPC1 prom act 1%, BRCA1 expr up -37%, ELG1 genotox -16%, Rab9 prom act -1%, p53 reactivation -22%, RORg inh 21%, FLuc modulator 0% and VP16 counter 2%.
Screening CC(C)c1ccc(C(=O)NN2C(=O)C3CCCCC3C2=O)cc1 (centres undefined) returned Menin MLL FP TR 9%, Giardia killer -29, NPC1 prom act 3.5µM*, BRCA1 expr up inconclusive, ELG1 genotox inconclusive, Rab9 prom act 3.2µM*, p53 reactivation inconclusive, PKM2 activator -4%, RORg inh inconclusive, FLuc modulator 2.1µM* and VP16 counter inconclusive.
CC(C)OCCCNC(=O)c1ccc(CS(=O)(=O)Cc2ccccc2F)o1 was read as Menin MLL FP TR 5%, Giardia killer -7, NPC1 prom act 1%, BRCA1 expr up 0%, ELG1 genotox 1%, Rab9 prom act -2%, p53 reactivation -2%, PKM2 activator -5%, RORg inh -2%, FLuc modulator 0% and VP16 counter 2%.
`C[C@H]1CN=C(N(C)C)N1CC1CCCC1` gave Giardia killer 4, NPC1 prom act 8%, BRCA1 expr up 13%, ELG1 genotox 0%, Rab9 prom act -3%, p53 reactivation -15% and FLuc modulator 2%.
For COc1ccc(OC)c(CCNC(=O)CN2C(=O)CC(C)(C)S(=O)(=O)c3ccccc32)c1 the results were Menin MLL FP TR -6%, Giardia killer 10, NPC1 prom act -1%, BRCA1 expr up 0%, ELG1 genotox 0%, Rab9 prom act 2%, p53 reactivation -7%, PKM2 activator 2%, RORg inh -1%, FLuc modulator 3% and VP16 counter 1%.
`CCCCNC(=O)c1ccccc1C(=O)NCCCC` gave Menin MLL FP TR 21%, Giardia killer 11, NPC1 prom act -4%, BRCA1 expr up 9%, ELG1 genotox 0%, Rab9 prom act 0%, p53 reactivation -1%, PKM2 activator 0%, RORg inh -12%, FLuc modulator 8% and VP16 counter -2%.
For COCCCn1cnc2oc3nc4ccccc4nc3c2c1=O the results were Menin MLL FP TR 16%, Giardia killer 10, NPC1 prom act 1.6µM*, BRCA1 expr up 11%, ELG1 genotox 2.1µM*, Rab9 prom act 0.63µM*, p53 reactivation 24%, PKM2 activator -1%, RORg inh inconclusive, FLuc modulator 7.6µM* and VP16 counter 1.3µM*.
Screening CON/C=C(\C=Nc1ccccc1)c1ncc(C(F)(F)F)cc1Cl returned Menin MLL FP TR 2%, Giardia killer -12, NPC1 prom act -1%, BRCA1 expr up -26%, ELG1 genotox -2%, Rab9 prom act 0%, p53 reactivation -5%, PKM2 activator 0%, RORg inh 5%, FLuc modulator 4% and VP16 counter 1%.
CCc1nn(CC(=O)NCCCN2CCN(CC)CC2)c(=O)c2cc3occc3n12 was read as Giardia killer -5, NPC1 prom act 1%, BRCA1 expr up 4%&7%, ELG1 genotox 2%, Rab9 prom act 1%, p53 reactivation 17%, RORg inh -29%, FLuc modulator 2%&1% and VP16 counter -4%.
Screening CSc1nc(-c2ccccc2)c2cc(Cl)ccc2n1 returned Menin MLL FP TR 13%, Giardia killer 0, NPC1 prom act 0%, BRCA1 expr up -24%, ELG1 genotox -1%, Rab9 prom act 2%, p53 reactivation -5%, PKM2 activator -1%, RORg inh -12%, FLuc modulator 0% and VP16 counter -11%.
